# Screening data as filed in PubChem.
# LmPK inh = LmPK (Leishmania mexicana) enzyme inhibition; 290,000 compounds, 0.37% hits; Q27686; AID 1721; Potency, µM (titrated, usually from 57.5 µM), without a hit: top-dose activity change, negative = inhibition, actives largely listed as inhibitors; purified LmPK, Kinase-Glo ATP luminescence, 1 h; further: potency means the concentration at half of the fitted maximal effect
# Target sequence (Q27686 whole entry, looked up): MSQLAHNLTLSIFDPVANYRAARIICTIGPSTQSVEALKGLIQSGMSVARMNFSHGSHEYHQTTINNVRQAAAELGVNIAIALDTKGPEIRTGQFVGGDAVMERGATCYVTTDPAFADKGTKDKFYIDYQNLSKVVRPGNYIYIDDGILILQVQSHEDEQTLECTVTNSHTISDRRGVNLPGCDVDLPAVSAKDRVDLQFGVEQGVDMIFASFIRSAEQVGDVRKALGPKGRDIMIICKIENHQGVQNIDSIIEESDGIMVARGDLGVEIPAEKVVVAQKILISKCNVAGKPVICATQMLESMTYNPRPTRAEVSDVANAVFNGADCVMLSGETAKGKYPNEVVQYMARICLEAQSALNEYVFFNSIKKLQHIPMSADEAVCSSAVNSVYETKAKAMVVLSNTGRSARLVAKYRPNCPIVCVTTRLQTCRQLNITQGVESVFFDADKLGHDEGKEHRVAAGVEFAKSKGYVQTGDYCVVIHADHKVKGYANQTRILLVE
#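 qHTS format; LmPK 0.1 nM; substrates PEP 0.5 mM and ADP 0.1 mM. One-hour room-temperature incubation, then coupled luciferase luminescence; 0.5 nM enzyme wells mark activation.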
# Tb PYK inh = blocks Trypanosoma brucei pyruvate kinase | Q57TT1 | TbPYK enzyme, Kinase-Glo Plus ATP luminescence, 45 min | Potency, µM (doses to about 76.8 µM), inactives show at the highest dose activity, negative = inhibition, actives largely listed as inhibitors | 410,000 compounds, 0.12% hits | AID 624173; further: potency means the concentration at half of the fitted maximal effect; nearly all actives have a fitted effect of over 50% in size
#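 Enzyme and substrate buffer are dispensed first and compound is pin-transferred. ADP at 130 uM final then starts the reaction, which runs 45 min at room temperature. Detection reagent is added for 10 min before luminescence is imaged.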
# AmpC no deterg = inhibitors of E. coli AmpC beta-lactamase without detergent; P00811; AmpC nitrocefin hydrolysis, absorbance 480 nm, 0.0001% Triton; Potency, µM (top dose mostly 57.1 µM), for the others: top-dose activity change, negative = inhibition, usual class: inhibitors; 330,000 compounds, 0.52% hits;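 further: potency means the concentration at half of the fitted maximal effect; plate controls were no compound for no effect and no enzyme for full effect; nearly all actives have a fitted effect of over 20% in size; some results filed as inactive show a strong effect at the top dose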
# Target sequence (P00811 whole entry, looked up): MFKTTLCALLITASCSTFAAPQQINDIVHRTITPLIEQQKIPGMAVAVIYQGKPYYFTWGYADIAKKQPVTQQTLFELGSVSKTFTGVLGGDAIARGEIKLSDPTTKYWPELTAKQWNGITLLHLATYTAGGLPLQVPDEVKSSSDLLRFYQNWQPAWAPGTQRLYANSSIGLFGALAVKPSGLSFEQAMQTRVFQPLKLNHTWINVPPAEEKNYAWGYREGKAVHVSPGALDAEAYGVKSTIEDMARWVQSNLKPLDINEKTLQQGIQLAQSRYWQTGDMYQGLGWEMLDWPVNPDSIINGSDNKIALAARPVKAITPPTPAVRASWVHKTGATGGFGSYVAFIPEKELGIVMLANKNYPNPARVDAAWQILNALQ
#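 AmpC (5.3 nM in the dispensed reagent) in 20 mM phosphate pH 7.0 with 0.01% (detergent screen) or 0.0001% Triton X-100 was preincubated with compounds for 15 min at room temperature. Nitrocefin was then added from an 800 uM solution, and hydrolysis was followed at 480 nm.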
# HCMV antiviral = inhibitors of human cytomegalovirus; HFF cells, HCMV-luciferase reporter, 72 h; hits give low values; activity change, negative = inhibition, % at 57.5 µM; 410,000 compounds, 4.5% hits; AID 1259415; in the data active means activity change below about -60%; inconclusive means no clear call, values can overlap the other calls; inactive means above about -39%
#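 Two compound doses tested in HFFs infected with HCMV-luciferase, MOI 1 PFU/cell, 72 h at 37C. Lysate luminescence read with OneGlo; data normalized against buffer-only and 10uM Salinomycin inhibitor controls.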
# AmpC inh detg = blocks E. coli AmpC beta-lactamase in detergent assay; P00811; AmpC hydrolysis of nitrocefin, absorbance 480 nm, 0.01% Triton; Potency, µM (series often up to 114 µM), for inactives: at the top dose activity change, negative = inhibition, usual class: inhibitors; 370,000 compounds, 0.041% hits; AID 485294;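 further: potency means the concentration at half of the fitted maximal effect; 0% = no-compound wells and -100% = no-enzyme wells; nearly all actives have a fitted effect of over 25% in size; some results filed as inactive show a strong effect at the top dose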
#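 AmpC (5.3 nM in the dispensed reagent) in 20 mM phosphate pH 7.0 with 0.01% (detergent screen) or 0.0001% Triton X-100 was preincubated with compounds for 15 min at room temperature. Nitrocefin was then added from an 800 uM solution, and hydrolysis was followed at 480 nm.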
# AMA1 RON2 block = disrupts binding of P. falciparum AMA1 to RON2; AID 720542; AlphaScreen AMA1-biotinylated RON2 peptide binding; 360,000 compounds, 0.2% hits; Potency, µM (doses to about 58.2 µM), for inactives: at the top dose activity change, negative = inhibition, hits mostly inhibitors;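 further: potency means the concentration at half of the fitted maximal effect; 0% = vehicle wells and -100% = peptide control; nearly all actives have a fitted effect of over 45% in size; some results filed as inactive show a strong effect at the top dose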
#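 AMA1 (3D7) with his tag at 25 nM final met compounds first, then biotinylated RON2 peptide at 25 nM; detection used donor plus acceptor beads, 10 µg/mL apiece, read by AlphaScreen after 30 min at room temperature.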
# Sm TGR inh = inhibitors of Schistosoma mansoni thioredoxin glutathione reductase | Q962Y6 | purified TGR, DTNB reduction, TNB absorbance 405 nm | Potency, µM (titrated, usually from 114 µM), without a hit: top-dose activity change, negative = inhibition, usual class: inhibitors | 360,000 compounds, 3% hits; further: potency means the concentration at half of the fitted maximal effect; nearly all actives have a fitted effect of over 60% in size
#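 Kinetic colorimetric format: TGR-catalysed, NADPH-driven DTNB reduction monitored via TNB absorbance. Enzyme dispensed at 20 nM; compound exposure 15 min at room temperature before reaction start.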
# Active calls of the source: *; u = inconclusive; x = not tested or not shown; & = joins results of further samples; [ ] = remark or other dose. Unless noted, the call rests on the fitted dose curve; in most records, active means well fitted curve in the direction sought with a large enough effect; inconclusive means small, poorly fitted or top-dose-only effect, or another doubt; inactive means no such curve, though single readings can be large; an effect the other way counts as inactive or inconclusive. Unless noted, on the % scale 0 is the no-effect control and ±100 the full control effect.
SMILES,LmPK inh,Tb PYK inh,AmpC no deterg,HCMV antiviral,AmpC inh detg,AMA1 RON2 block,Sm TGR inh
CN(C)/C=C1/C(=O)N(c2ccc([N+](=O)[O-])cc2)N=C1c1ccccc1,-3%,x,-42%,63,3%,x,-18%
COc1ccccc1N1CCN(C(=O)c2c(C)noc2C)CC1,3%,2%,-5%,25,-13%,-2%,3%
CCOCCCNC(=O)c1ccc(CS(=O)(=O)Cc2ccccc2F)o1,5%,7%,-11%,7,-10%,-2%,-30%
CCc1ccccc1NC(=O)c1cc(-c2ccc(F)cc2)on1,-13%,0%,-35%,-39,-1%,7%,0%
CCCCOc1ccc(Cn2c(=O)oc3ccccc32)cc1,-2%,3%&0%,-21%,-19&8,2%&13%,0%,0%&1%
O=C(NCCc1ccccc1)Nc1nnc([C@H]2C[C@H](O)[C@@H](CO)O2)s1,x,-1%,x,33,x,3%,x
COC(=O)c1sccc1NC(=O)c1c(C)cc(=O)oc1C,-1%,3%,-5%,9,-17%,-6%,-1%
CCOc1ccc(-n2c(SCC(=O)Nc3cc(C)on3)nc3c(c2=O)SCC3)cc1,0%,1%,-23%,u,u,1%,-2%
CC1CCN(c2ccc(C(=O)NCc3ccco3)cc2[N+](=O)[O-])CC1,0%,-6%,-28%,-21,4%,0%[2.32 µM],0%
O=C(Nc1cnc2ccccc2c1)c1ccncc1,1%,1%,1%,53,4%,0%,85%[activator]
CC(OC(=O)c1cccc(N(C)C)c1)C(=O)N1CCc2ccccc2C1 (stereo not given),x,0%,-4%,51,x,-5%,x
COc1ccc(CNC(=O)COC(=O)c2cccnc2Nc2cccc(C(F)(F)F)c2)cc1,0%,-2%,-17%,4,u,14%,0%
O=C(c1ccco1)N1CCN(C(=O)C2CCN(S(=O)(=O)c3cccc4nsnc34)CC2)CC1,x,-1%,x,19,x,0%,x
COc1ccc(NC(=O)c2sc3nc4c(cc3c2N)CN(C(C)C)CC4)c(OC)c1,x,-9%,x,-35,1%,x,-10%
CCOc1ccc(NC(=O)CSc2nc3ccccc3c(=O)n2CCNC(C)=O)cc1,-3%,6%,-4%,-16,u,16%,-27%
O=C(CSc1nnc(-c2ccncc2)n1-c1ccccc1)N1CCN(c2ccc(Cl)cc2)CC1,-3%,1%,-12%,16,-13%,1%,-18%
CCOc1ccc(C(=O)Oc2ccc(NC(C)=O)cc2)cc1,2%,x,-12%,-27,2%,x,10%
O=C(Nc1ccccc1)N1CCN(Cc2ccc(Cl)cc2)CC1,0%,-17%,14%,-32,0%,-6%,x
COc1ccc(S(=O)(=O)N2CCN(CC(O)COc3ccc(CC#N)cc3)CC2)cc1OC (stereo not given),2%,2%,111%[activator],-2,-7%,-1%,-18%
Cc1cn(C2CCCCC2)c(=O)[nH]c1=O,x,0%,x,15,x,13%,x
OCC[C@@H]1C[C@H](O)[C@@H](O)[C@@]2(Cc3ccccc3CCO2)O1,0%,-5%,-18%,-21,-17%,-10%,2%
Cn1c2cc([N+](=O)[O-])sc2c2cnn(Cc3ccccc3F)c(=O)c21,x,x,-24%,x,-14%,x,-13%
O=C(CN1C(=O)c2ccccc2C1=O)N1CCN(C2c3ccccc3-c3ccccc32)CC1,2%,3%,121%[activator],2,-5%,-16%,6%
COc1ccc(NC(=O)CC2SC(N3CCCC3)=NC2=O)cc1Cl (stereo not given),x,-1%,-9%,10,x,-9%,x
Cc1ccc(N=Cc2sc(O)c3ccccc23)cc1,-13%,3%,-40%,147,-2%,23%,-5%
Cc1ccc(C(=O)OCC(=O)Nc2ccc(C)c(S(=O)(=O)N3CCCCC3)c2)c(O)c1,x,10%,x,9,x,-19%,x
COc1ccc(NC(=O)C2CCN(S(C)(=O)=O)CC2)cc1Cl,1%,-11%,-6%,-4,-8%,1%,-8%
COc1ccc2nc(N3C(=O)CC(Cc4ccc(C)cc4)C3=O)sc2c1 (stereo not given),4%,-10%,-24%,31,u,3%,5%
O=C(CN(C(=O)c1csnn1)c1cccc(Cl)c1)NC1CCCC1,-8%,-3%,-1%,19,5%,-3%,9%
CCOC(=O)c1c(NC(=O)Nc2ccc(C)cc2)sc2c1CCN(C)C2,-9%,-4%,-12%,-14,12%,5%,0%
COc1cc(OC)c(/C=C2\SC(=O)N(CC(=O)Nc3ccccc3F)C2=O)c(OC)c1,14%,3%,-19%,u,-6%,6%,0%
Cc1cc2cc(CNS(=O)(=O)N(C)C)ccc2[nH]1,-2%,-3%,-31%,-5,u,-18%,-28%
Cc1ccc(C(=O)Nc2ccc([N+](=O)[O-])cn2)o1,-20%,1%,-9%,-35,-6%,-12%,-2%
Nc1nc2ccccc2n1S(=O)(=O)c1ccc([N+](=O)[O-])cc1,x,6%,x,5,x,0%,x
Cc1ccccc1NC1=NCC(c2ccc([N+](=O)[O-])cc2)S1 (stereo not given),3%,-10%,-42%,u,-3%,-7%,6%
COc1ccc(CC(=O)N2CCN=C2SCc2ccc([N+](=O)[O-])cc2)cc1,-2%,-3%,-15%,-20,1%,-2%,-2%
COc1ccc(C2=NOC(C(=O)NCc3ccccn3)C2)cc1OC (stereo not given),1%,0%,-9%,12,-3%,14%,15%
O=C(CC(c1cccs1)N1Cc2ccccc2C1=O)Nc1ccc(F)c(F)c1 (stereo not given),x,-2%,x,-29,9%,x,11%
Cc1cc(C)nc(NS(=O)(=O)c2ccc(NC(=O)c3nc(SC(C)C)ncc3Cl)cc2)n1,x,1%,x,-1,3%,x,-2%
Cc1ccc(N2CCN(S(=O)(=O)N3CCCCC3)CC2)c(C)c1,3%,-2%,15%,-24,1%,5%,-3%
CC(C)c1ccc(NC(=O)Cn2c(=O)oc3ccccc32)cc1,-3%,1%,-3%,u,-1%,11%,-16%
CSc1ccccc1C(=O)NCc1ccc(S(N)(=O)=O)cc1,-7%,-11%,-15%,18,3%,5%,0%
Cn1c(=O)[nH]c(=O)c2c1nc(N1CCCCC1)n2CCOc1ccccc1,6%,0%,-6%,4,-14%,5%,4%
COc1cc(N2C(=O)c3ccccc3C2=O)c(Cl)cc1C(=O)OCC(=O)N1CCOCC1,2%,-1%,149%[activator],-16,3%,-2%,-11%
CCCc1cc(C(=O)N2CCN(S(=O)(=O)c3ccc(OC)c(OC)c3)CC2)cs1,-12%,1%,135%[activator],-20,-1%,-7%,-1%
COC(=O)[C@]12CCCCC=C1N(CCC1=CCCCC1)C(=O)[C@H](CC(=O)NCc1ccccc1)C2,x,-9%,x,3,x,-13%,x
COc1cc(C(=O)NCc2ccc3c(c2)CCN3C(=O)c2ccncc2)cc(OC)c1OC,x,2%,x,16,-4%,x,0%
CCc1ccc([C@@H]2CC(=O)[C@@H]3CN(S(=O)(=O)c4ccc(Cl)cc4)[C@H](c4ccc(C)cc4)C[C@@H]3N2S(=O)(=O)c2ccc(C)cc2)cc1,x,2%,x,-1,x,-4%,x
O=C1CN(c2cc(Cl)cc(Cl)c2)C(=O)CN1/N=C/c1cccnc1,-1%,-11%,0%,35,-2%,18%,49%[activator]
CCOC(=O)c1c(NC(=O)C2=C(C)NC(=S)NC2c2ccc(F)cc2)sc(C)c1C (stereo not given),0%,-4%,-54%,-14,-1%,109%[activator],-9%
CCCCN(C(=O)CSc1nc2ccccc2n1CC)C1CCS(=O)(=O)C1 (stereo not given),x,3%,59%,-16,1%,1%[11.6 µM],-105%
CCOC(=O)c1c(NC(=O)COc2ccccc2C#N)sc2c1CC(C)(C)NC2(C)C,-1%,0%,97%[activator],u,-7%,12%,-5%
CCN(CC(=O)Nc1ccc([N+](=O)[O-])cc1OC)CC(=O)NC(C)(C)C,-5%,5%,41%,16,-7%,51%[activator],-6%
COC(=O)c1ccc(CNC(=O)COC(=O)c2ccccc2-c2ccccc2)cc1,x,-7%,4%,6,-19%,14%,1%
CN(C)CCOC(=O)/C(=C/c1cn(C)c2ccccc12)NC(=O)c1ccccc1,-2%,-5%,14%,76,-1%,-5%,8%
NS(=O)(=O)c1ccc(CCNC(=O)c2cc(-c3ccc(Br)cc3)nc3ccccc23)cc1,0%,-3%,u,-88*,u,0%,-3%
COc1ccc(N2CCN(C(=O)COC(=O)CSc3ccccc3)CC2)cc1,x,7%,25%,-23,-1%,u,-1%
C(=C\c1ccccc1)/CN1CCN(C(c2cccc3ccccc23)c2nnnn2-c2ccc3c(c2)OCCO3)CC1 (stereo not given),x,2%,x,-1,x,-30%,x
COCCN(Cc1ccc(C)cc1)C(=O)[C@H]1O[C@@H](n2cnc3c(N)ncnc32)[C@H](O)[C@@H]1O,x,-3%,x,-5,x,0%,x
CCOC(=O)c1ccc(OCc2nc(-c3cccs3)no2)cc1,-5%,0%,-30%,34,u,22%,-4%

# Some of the entries so far, with two lines to a compound:
# Results follow in this order: LmPK inh	Tb PYK inh	AmpC no deterg	HCMV antiviral	AmpC inh detg	AMA1 RON2 block	Sm TGR inh
- CN(C)CCOC(=O)/C(=C/c1cn(C)c2ccccc12)NC(=O)c1ccccc1
    -2%	-5%	14%	76	-1%	-5%	8%
- NS(=O)(=O)c1ccc(CCNC(=O)c2cc(-c3ccc(Br)cc3)nc3ccccc23)cc1
    0%	-3%	u	-88*	u	0%	-3%
- COc1ccc(N2CCN(C(=O)COC(=O)CSc3ccccc3)CC2)cc1
    x	7%	25%	-23	-1%	u	-1%
- C(=C\c1ccccc1)/CN1CCN(C(c2cccc3ccccc23)c2nnnn2-c2ccc3c(c2)OCCO3)CC1 (stereo not given)
    x	2%	x	-1	x	-30%	x

# New compounds follow:
SMILES,LmPK inh,Tb PYK inh,AmpC no deterg,HCMV antiviral,AmpC inh detg,AMA1 RON2 block,Sm TGR inh
COc1ccc(CCNC(=O)COC(=O)CNS(=O)(=O)c2ccc(SC)c([N+](=O)[O-])c2)cc1,x,0%,-6%,-26,u,2%,-11%
COc1cc(-c2n[nH]c(=S)n2-c2ccc(Br)cc2)cc(OC)c1OC,u,u,-28%,8,-13%,95%[activator],-18%
O=C(NNc1ccccc1)C(=O)N1CCCCC1,-4%,-9%,-22%,60,-18%,24%,-3%
COc1ccc(-c2c3c(=O)n(C)c(=O)n(C)c3c3c(-c4cccc(C)c4)nc4ccccc4n23)cc1,x,1%,x,28,28%,x,1%
CCOC(=O)c1ccc(Oc2nc(NC)nc(Nc3ccccc3)n2)cc1,0%,4%,x,1,4%,-9%,4%
COc1cc([N+](=O)[O-])ccc1NC(=O)Cc1ccccc1,1%,-3%,-16%,-4,3%,-15%,x
